Screening results (PubChem BioAssay)
EPAC2 agonist: activates human EPAC2 exchange factor; Q8WZA2; EPAC2 activation, biochemical qHTS; response scale: 100% = 6.5 mM cAMP response; Potency, µM (titrated, usually from 154 µM), for inactives: at the highest dose activation, hits mostly activators; 0.079% of 360,000 active; note: potency is the fitted concentration of half-maximal effect; nearly all actives have a fitted effect of over 50% in size
Target sequence (Q8WZA2 whole entry, looked up): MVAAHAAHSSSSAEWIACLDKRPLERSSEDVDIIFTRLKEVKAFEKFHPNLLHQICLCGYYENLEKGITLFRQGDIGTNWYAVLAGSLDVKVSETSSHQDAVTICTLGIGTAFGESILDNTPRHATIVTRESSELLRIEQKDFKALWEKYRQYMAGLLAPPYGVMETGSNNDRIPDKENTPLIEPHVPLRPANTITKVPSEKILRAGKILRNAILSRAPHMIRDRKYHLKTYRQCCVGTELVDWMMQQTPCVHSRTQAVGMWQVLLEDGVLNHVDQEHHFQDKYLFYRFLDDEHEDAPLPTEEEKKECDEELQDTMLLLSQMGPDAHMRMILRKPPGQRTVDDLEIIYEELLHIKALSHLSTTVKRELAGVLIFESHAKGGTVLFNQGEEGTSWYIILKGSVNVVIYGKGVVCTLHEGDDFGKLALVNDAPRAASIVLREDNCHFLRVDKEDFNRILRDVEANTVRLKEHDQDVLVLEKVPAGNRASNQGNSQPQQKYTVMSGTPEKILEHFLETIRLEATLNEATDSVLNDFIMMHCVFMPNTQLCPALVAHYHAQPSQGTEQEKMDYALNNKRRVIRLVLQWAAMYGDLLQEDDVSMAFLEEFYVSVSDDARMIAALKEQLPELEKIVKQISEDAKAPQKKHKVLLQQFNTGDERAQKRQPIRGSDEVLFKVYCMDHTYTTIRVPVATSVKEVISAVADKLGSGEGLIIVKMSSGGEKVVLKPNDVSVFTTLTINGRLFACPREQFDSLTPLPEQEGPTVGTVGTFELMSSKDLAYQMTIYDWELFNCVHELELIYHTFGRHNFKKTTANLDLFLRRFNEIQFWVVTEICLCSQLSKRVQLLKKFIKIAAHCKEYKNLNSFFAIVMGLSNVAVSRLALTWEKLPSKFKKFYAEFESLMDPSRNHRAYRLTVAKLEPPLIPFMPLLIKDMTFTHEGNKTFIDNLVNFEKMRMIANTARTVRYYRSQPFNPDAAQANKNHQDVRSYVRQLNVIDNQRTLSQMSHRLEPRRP
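Compounds were added across a concentration range to EPAC2 (100 nM), RAP1B-BODIPY-GDP (250 nM) and GDP (50 uM). After 5 min at room temperature, fluorescence was recorded at 5-min intervals for 30 min.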
CCT chaperon mod: modulators of cytosolic chaperonin (CCT/TRiC) activity | purified chaperonin ATPase assay, HTRF ADP detection, 30 min | activity change, % (test concentration not listed), hits read low | 0.3% of 360,000 active; in the data active = activity change below about -30%; note: % is set by controls: 0 for no effect and ±100 for the full control effect
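First, chaperonin was dispensed at 40 nM or 20 nM final depending on batch activity. Next, compounds were pinned at 76 uM and ATP added at 10 uM. After 30 min at 37 °C, ADP detection reagents ran 30 min at ambient temperature.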
PLK1 PBD block: inhibitors of human PLK1 polo-box domain binding; P53350; Plk1 PBD binding of FITC phosphopeptide, fluorescence polarization; Potency, µM, for the others: max response, negative = inhibition, hits mostly inhibitors; 2.8% of 360,000 active; AID 720504; note: potency is the fitted concentration of half-maximal effect; series mostly up to about 57 µM; % is set by controls: 0 for no effect and ±100 for the full control effect; nearly all actives have a fitted effect of over 65% in size
EPAC1 ag: agonists of human EPAC1; Potency, µM (doses to about 154 µM), inactives show at the top dose activation, actives largely listed as activators; 0.073% of 360,000 active; EPAC1 agonist qHTS, biochemical assay; response scale: 100% = response to 6.5 mM cAMP; note: potency is the fitted concentration of half-maximal effect; nearly all actives have a fitted effect of over 60% in size
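Multi-concentration qHTS readout: loss of Rap1B-bound BODIPY-GDP fluorescence driven by 100 nM EPAC1 with excess GDP (50 uM), monitored kinetically at room temperature; agonist response expressed relative to 6.5 mM cAMP.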
WRN inhibitor: blocks human WRN helicase | WRN helicase unwinding, fluorescent forked duplex, kinetic | Potency, µM (doses to about 114 µM), for the others: top-dose activity change, negative = inhibition, actives largely listed as inhibitors | 0.46% of 360,000 active | AID 651768 | Q14191; note: potency is the fitted concentration of half-maximal effect; % is set by controls: 0 for no effect and ±100 for the full control effect; nearly all actives have a fitted effect of over 55% in size
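Enzyme (20 nM final) and test compound sit together 15 min at room temperature before substrate addition. Substrate is a single-forked duplex oligonucleotide (100 nM) labelled with fluorophore and quencher, with 2 mM ATP; helicase unwinding raises red fluorescence, read kinetically.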
EPAC1 antag: EPAC1 (human) antagonism; O95398; EPAC1 GEF assay, Rap1b-BODIPY-GDP exchange fluorescence; Potency, µM (top dose mostly 115 µM), for the others: at the top dose activity change, negative = inhibition, most hits filed as inhibitors; 0.14% of 360,000 active; AID 720709;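 note: potency is the fitted concentration of half-maximal effect; plate controls were vehicle for no effect and positive control for full effect; nearly all actives have a fitted effect of over 50% in size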
PI5P4K alpha inh: blocks human PI5P4K alpha kinase activity | P48426 | PI5P4Kalpha enzyme, ADP-Glo luminescence, 60 min; hits give low values | max response, % | 1.2% of 330,000 active | AID 652105; active = max response of -50% or lower; inconclusive = between -30% and -50%; inactive = -30% or higher; note: value at the top dose of about 77 µM; % is set by controls: 0 for no effect and ±100 for the full control effect
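Luminescence from ADP-Glo served as readout of PI5P4Kalpha activity in a qHTS format. Reaction: enzyme, substrate, compound, ATP at 5 microM final, 60 min at RT.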
IL-2 act: activators of IL-2; 0.065% of 360,000 active; activation, % (series mostly up to about 46 µM); IL-2 activation reporter assay, cell-based qHTS; stimulated with anti-CD3/CD4/CD28 beads; in transgenic mouse T cells; in the data active = activation above about 50%; inconclusive = mostly about 30% to 49%; note: 0% is about no effect
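Unstimulated transgenic mouse T cells preincubated 60 min with compound, then stimulated with anti-CD3/anti-CD4-coated beads plus anti-CD28 for 18 h at 37 degrees C. IL-2 response read as EGFP and DsRed fluorescence by plate cytometry.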
The depositor's hits bear a star; ? = inconclusive; / = no result given; [ ] = dose if it differs, or a comment. Unless noted, calls come from the whole dose curve; as a rule, active = well fitted curve in the direction sought with a large enough effect; inconclusive = small, poorly fitted or top-dose-only effect, or another doubt; inactive = no such curve, though single readings can be large; an effect the other way counts as inactive or inconclusive.

SMILES | EPAC2 agonist | CCT chaperon mod | PLK1 PBD block | EPAC1 ag | WRN inhibitor | EPAC1 antag | PI5P4K alpha inh | IL-2 act
COc1cc2c(cc1NC(=O)c1cc(-c3ccccn3)nc3ccccc13)oc1ccccc12 | 2% | -1.5 | 4% | -6% | -4% | 12% | -1 | -2.7
Cc1sc2ncnc(N3CCC(C(=O)NCC(=O)Nc4ccc(F)c(F)c4)CC3)c2c1C | -5% | -1.5 | 4% | 14% | -18% | 0% | 6 | -2.3
COc1cccc(CC2(CO)CCCN(Cc3ccc(CN4CCCCC4)s3)C2)c1 (centres undefined) | 15% | 0.4 | -12% | -20% | 6% | 6% | 5 | 0.8
COc1ccc(NC(=O)COc2cc(C)cc(C)c2)cc1S(=O)(=O)N1CCCCC1 | 11% | 1.4 | 3% | 1% | -2% | -15% | 6 | -0.6
CCC(Oc1ccccc1)C(=O)NC1CCSC1=O (centres undefined) | 12% | -1.9 | -11% | 0% | -3% | -14% | 1 | -1.3
COc1cc(NC(=S)NC2CC(C)(C)NC(C)(C)C2)cc(OC)c1 | 11% | -4.2 | -22% | 2% | -5% | -14% | 4 | 1.8
Cc1cc(C(=O)N2CCCC(Nc3ccc(C(C)C)cc3)C2)nn1C (centres undefined) | 7% | -0.4 | -1% | -4% | 3% | -18% | -1 | -0.9
O=C(NCc1cccnc1)c1ccc(COc2cccc3ccccc23)o1 | 8% | -0.8 | -14% | 10% | -28% | -2% | ? | -0.9
Cc1ccc(C2N(c3ccccc3)C(=S)N3CCCN23)cc1 (centres undefined) | 9% | -1.0 | -10% | 14% | 4%[57.1 µM] | -7% | 2 | -1.1
COc1ccc(C(C)=O)cc1COC(=O)CSC(C)C(=O)Nc1cc(C)on1 (centres undefined) | 9% | -0.3 | -8% | 3% | -5% | 3% | 3 | -6.0
O=C(Nc1ccccc1N1CCCCC1)c1ncoc1-c1ccc(F)cc1 | -5% | 0.5 | 0% | 0% | -20% | -18% | 19 | 0.5
O=C(Nc1nnc(CCc2ccccc2)s1)c1ccccc1 | 4% | -2.8 | -6% | 13% | 3% | -2% | -3 | -0.3
CCCCCCCCN1C(=O)[C@H](CC(=O)NCCC(C)C)C[C@@]2(C(=O)OC)CCCCC=C12 | -14% | -0.7 | 0% | -18% | 0% | -26% | -2 | -1.2
Cn1cc(C(c2ccccn2)c2cn(C)c3ccccc23)c2ccccc21 | 15% | 1.0 | 2% | 4% | -7% | 12% | 5 | -2.5
CS(=O)(=O)N(CC(=O)NCc1ccco1)c1ccc(OCc2ccccc2)cc1 | 7% | -0.8 | -10% | 11% | -9% | -19% | 1 | -0.4
CCOc1ccc(OCCC(=O)N(CC)CC(=O)Nc2ccccc2OC)cc1 | 1% | 2.0 | 4% | -2% | -4% | 6% | 2 | -2.5
CCCNC(=O)C1(C)CCCN(C(=O)CN2C(=O)c3ccccc3C2=O)C1 (centres undefined) | 8% | -0.4 | -6% | 12% | -6% | 0% | -2 | 0.1
N#Cc1c(-c2cccc(Cl)c2)[nH]c(=S)[nH]c1=O | -1% | -0.4 | -13% | 8% | -3% | 11% | -77* | -2.0
FC(F)Oc1ccc(/C=N/n2c(Cc3ccc(Br)cc3)n[nH]c2=S)cc1 | 9% | -9.1 | 9.5µM* | 14% | -24% | -25% | ? | -3.7
O=C(Nc1ccc(N2CCN(C(=O)c3cccs3)CC2)c(Cl)c1)c1cccnc1 | -5% | -0.6 | 6% | -16% | -14% | 1% | 7 | -2.3
COCCN1Cc2cccc(C(=O)NC(C)c3cccs3)c2C1=O (centres undefined) | 0% | -0.1 | 0% | -6% | 3% | 7% | 6 | 0.5
c1ccn2c(c1)nc1c2nc2ccccn21 | 3% | 0.4 | -2% | -2% | -4% | 4% | / | -0.5
CN(C(=O)c1ccc(NC(=O)Cc2ccc(NC(=O)C3CCN(C(=O)C4CCC4)CC3)cc2)cc1)C1CCCC1 | 3% | 0.2 | -11% | -8% | -1% | 7% | -1 | -0.4
CCC12CSc3nc(Cl)ccc3N1C(=O)C(=O)N2C (centres undefined) | 6% | 2.2 | 3% | -1% | 5% | 6% | 3 | 0.2
COC(=O)c1ccc(/C=N/NC(=O)C(=O)N2CCCCCC2)cc1 | 2% | 1.1 | 6% | -4% | 3% | -6% | -3 | 0.0
COc1ccc(NC(=O)c2ccc(-c3ccc(F)cc3)o2)cc1OC | 4% | -3.0 | -25% | -1% | -14% | -14% | 3 | -3.8
COc1cc(C2C(C#N)=C(N)Oc3cc(N(C)C)ccc32)cc2c1OCO2 (centres undefined) | ? | -4.2 | 0% | 29% | -17% | 6% | / | -1.7
COc1ccc(-c2c(C#Cc3ccsc3)c3cc(-c4ccc5[nH]ccc5c4)ccc3n2C)cc1 | 0% | 0.5 | 0% | 2% | -2% | 1% | 8 | -2.2
NC1=NC2CS(=O)(=O)CC2S1 (centres undefined) | 9% | -3.1 | -16% | 7% | 6% | -10% | -9 | -0.3
CN(C)c1ccc(N/C=C/C(=O)c2ccc(F)cc2)cc1 | -8% | -0.4 | 9% | -12% | 0% | 5% | / | 12
O=C(NCCNC(=O)c1ccco1)c1ccco1 | -1% | 1.2 | -5% | 11% | -21% | ? | -17 | 0.5
CCOC(=O)c1c(C)oc2ccc(OCc3cc(C(=O)OC)oc3C)cc12 | 3% | -0.9 | 27µM* | -4% | 0% | -4% | -1 | -1.3
Fc1c(F)c(F)c(SCn2cc(Br)cn2)c(F)c1F | 14% | -3.5 | -9% | -7% | -2% | -14% | -3 | 1.1
CN(C)S(=O)(=O)c1ccc(C(=O)Nc2nnc(Cc3ccccc3)s2)cc1 | 2% | -1.7 | -10% | 11% | -8% | -16% | -28 | 2.2
COc1cc(C(C#N)N2CCOCC2)ccc1O (centres undefined) | 9% | -0.7 | -3% | 2% | -10% | 4% | / | -0.8
COc1ccccc1N1CCN(Cc2cn[nH]c2-c2ccc(F)cc2)CC1 | 4% | -1.2 | -15% | 6% | -19% | -15% | -4 | -0.2

Part of the list above, showing only PLK1 PBD block and WRN inhibitor:
Compound	PLK1 PBD block	WRN inhibitor
COc1cc(C(C#N)N2CCOCC2)ccc1O (centres undefined)	-3%	-10%
NC1=NC2CS(=O)(=O)CC2S1 (centres undefined)	-16%	6%

The listing continues:
SMILES | EPAC2 agonist | CCT chaperon mod | PLK1 PBD block | EPAC1 ag | WRN inhibitor | EPAC1 antag | PI5P4K alpha inh | IL-2 act
COCCNC(=O)CSc1nnc(NC(=O)C2CC(=O)N(c3ccccc3OC)C2)s1 (centres undefined) | -6% | -1.1 | ? | -7% | ? | -5% | -6 | -4.7
COc1cc(S(=O)(=O)n2cnc(C)c2)ccc1Cl | -10% | -18 | 6% | -10% | 2% | -10% | 8 | -0.9
O=C(Nc1nnc(COc2ccc(Cl)cc2)s1)c1ccc([N+](=O)[O-])cc1 | 8% | -1.1 | -2% | 13% | -4% | -14% | -11 | -0.8
Cc1cc(-c2ccc(C)c(S(=O)(=O)N3CCN(c4ccccn4)CC3)c2)on1 | 14% | -0.5 | -5% | 13% | -12% | ? | 15 | -0.6
CCCc1nc2oc3c(OC)ncnc3c2c2c1COC(C)(C)C2 | 12% | 0.6 | -6% | 3% | 4% | 8% | / | -3.2
CCc1noc(C)c1C(=O)N(CC)CC(=O)Nc1ccccc1C(F)(F)F | 5% | 1.4 | -11% | -2% | 5% | 5% | -11 | 4.1
O=C(CSc1ccc(-c2cccc([N+](=O)[O-])c2)nn1)N1CCCCCC1 | 6% | -1.8 | -5% | -1% | -30% | 0% | 4 | -3.0
Cc1ccc(S(=O)(=O)N(C(=O)c2ccncc2)c2ccc(OC(=O)c3ccncc3)c3ccccc23)c(C)c1 | 8% | 0.7 | 13µM* | 12% | -7% | -4% | 3 | -1.9
Cc1ccc(C(=O)O)cc1NC(=O)c1ccc2c(c1)C(=O)N(c1ccc([N+](=O)[O-])cc1)C2=O | 7% | -2.0 | -6% | 6% | 2% | 9% | 7 | 0.3
CC[C@@]12C(=O)N(c3ccccc3)C(=O)N1[C@H](c1cccc(C)c1)[C@@H]1C(=O)N(Cc3ccccc3)C(=O)[C@@H]12 | 8% | -1.6 | -9% | 6% | -4% | 0% | 4 | -2.3
COc1ccccc1N1C(=O)C2CCC(c3ccccc3)CC2C1=O (centres undefined) | 11% | -1.9 | -6% | 4% | -20% | -1% | 4 | -2.2
COC(=O)C1CCN(C(=O)c2ccccc2NC(C)=O)CC1 | -2% | -1.3 | -2% | 0% | 7% | 12% | 0 | -2.3

One compound at a time, from the list above.
Listed for Cc1ccc(S(=O)(=O)N(C(=O)c2ccncc2)c2ccc(OC(=O)c3ccncc3)c3ccccc23)c(C)c1 : EPAC2 agonist: 8%; CCT chaperon mod: 0.7; PLK1 PBD block: 13µM*; EPAC1 ag: 12%; WRN inhibitor: -7%; EPAC1 antag: -4%; PI5P4K alpha inh: 3; IL-2 act: -1.9
Listed for Cc1cc(-c2ccc(C)c(S(=O)(=O)N3CCN(c4ccccn4)CC3)c2)on1 : EPAC2 agonist: 14%; CCT chaperon mod: -0.5; PLK1 PBD block: -5%; EPAC1 ag: 13%; WRN inhibitor: -12%; EPAC1 antag: ?; PI5P4K alpha inh: 15; IL-2 act: -0.6
Listed for CCCc1nc2oc3c(OC)ncnc3c2c2c1COC(C)(C)C2 : EPAC2 agonist: 12%; CCT chaperon mod: 0.6; PLK1 PBD block: -6%; EPAC1 ag: 3%; WRN inhibitor: 4%; EPAC1 antag: 8%; PI5P4K alpha inh: /; IL-2 act: -3.2

Continuation:
SMILES | EPAC2 agonist | CCT chaperon mod | PLK1 PBD block | EPAC1 ag | WRN inhibitor | EPAC1 antag | PI5P4K alpha inh | IL-2 act
Cc1nn(C)c(C)c1S(=O)(=O)N1CCCC(C(=O)NCCc2ccc(Cl)cc2)C1 (centres undefined) | -6% | -0.1 | 1% | -8% | 1% | -17% | -1 | -0.7
Cc1noc(COc2ccccc2OCC(N)=O)n1 | 2% | -3.9 | -4% | 3% | -12% | -13% | 3 | -1.9
Cc1ccc(NCc2nnc(SCC(=O)NCc3ccco3)n2CC2CCCO2)cc1Cl (centres undefined) | -3% | 0.5 | ? | 0% | -1% | 7% | -12 | -0.6
Cc1ccccc1C(=O)Nc1nnc(S(=O)(=O)N2CCCCC2)s1 | -4% | 0.4 | -9% | -1% | -12% | 4% | -13 | -0.8
CCc1ccc(C(=O)/C=C/c2ccc([N+](=O)[O-])o2)cc1 | 5% | 2.6 | 6µM* | -4% | -32% | ? | -30 | -0.3
COc1ccccc1C(=O)OC(C)CN1CCN(C)CC1 (centres undefined) | 1% | -0.5 | 2% | -5% | 1% | 5% | 7 | 2.9
O=C(NCCCN1CCOCC1)c1c(F)cccc1F | -2% | -1.6 | -6% | 6% | -1% | 0% | / | 0.5

A portion of the library (hit frequency here may not be typical).
